# SRC1 inh: human NCOA1 inhibition; Q15788; HEK293 GAL4-SRC1 luciferase reporter, luminescence; inhibition, % at 3.6 µM; 360,000 compounds, 0.12% hits;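 active = inhibition above the campaign mean plus 3 SD, with each screening campaign given its own cutoff, cut at about 60% in these data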;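 also: 0% = DMSO treated cells and 100% = gossypol at 36 µM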
# TLR9-MyD88 block: TLR9-MyD88 interaction inhibition; CHO BLA complementation TLR9-MyD88, CCF4 FRET ratio; 340,000 compounds, 0.21% hits; AID 504734; inhibition, % at 4.98 µM; Q9NR96+Q99836;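 active = inhibition above the mean over all tested compounds plus 3 SD, cut at about 21% in these data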;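 also: 0% = DMSO only wells and 100% = clavulanate BLA inhibitor control wells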
# EBV LMP1 NFkB: reduces LMP1-driven NF-kappaB luciferase signal. 350,000 compounds, 0.69% hits. inhibition, % at 12.5 µM. LMP1-induced NF-kappaB luciferase reporter cells, luminescence; in the data active = inhibition above about 41%;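 also: 0% = neutral control wells and 100% = reference inhibitor control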
# NOD2-RIPK2 inh: blocks binding of human NOD2 to RIPK2 | O43353 | CHO BLA complementation NOD2-RIPK2, CCF4 ratio | inhibition, % at 4.98 µM | 360,000 compounds, 0.38% hits; in the data active = inhibition above about 21%;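 also: 0% = vehicle only and 100% = reference blocker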
# TROY signal inh: TROY signaling inhibition | Q293 LMP1-TROYcd NF-kB luciferase reporter, 4 h | inhibition, % at 10 µM | 360,000 compounds, 0.98% hits | AID 1347056;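 active = compounds whose plate-normalised and pattern-corrected inhibition of the luciferase reporter signal at the single screening dose is 50% or more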
# Vif inh: HIV Vif inhibition. 340,000 compounds, 0.35% hits. inhibition, % at 7.49 µM. HEK293T cells, Vif self-association by quenched fluorescence, imaging, 24 h. AID 602346; in the data active = inhibition above about 50%, passing the limit was not always enough; also: some results filed as inactive read as strong as hits
# SRC3 inh: inhibitors of human steroid receptor coactivator 3 (SRC3) | 360,000 compounds, 0.17% hits | HEK293 GAL4-SRC3 luciferase reporter, luminescence | inhibition, % at 3.6 µM | Q9Y6Q9;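 active = inhibition above a per-campaign cutoff, the mean of all compounds plus 3 SD, cut at about 60% in these data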;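 also: 0% = DMSO-treated cells and 100% = gossypol-treated cells at 36 µM; higher means less SRC3-driven luciferase light from the GAL4 reporter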
# COUP-TFII inh: blocks human COUP-TFII nuclear receptor. inhibition, % at 8.6 µM. 370,000 compounds, 0.7% hits. P24468. AID 686940. HEK293T NGFI-A luciferase reporter, luminescence;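 active = inhibition above a per-plate cutoff, mean inhibition of test wells between control levels plus 3 SD, cut at about 38% in these data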;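 also: cells cotransfected with COUP-TFII expression vector driving the NGFI-A reporter; 0% = median of COUP-TF2 test wells and 100% = reporter-only cells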
# LRH-1 inv ag: inverse agonists of human LRH-1 (NR5A2) | O00482 | HEK293T StAR-luciferase reporter, LRH-1 transfected, 24 h | inhibition, % at 3.6 µM | 360,000 compounds, 0.13% hits;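 active = inhibition above the mean inhibition of all tested compounds plus 3 SD, cut at about 73% in these data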;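 also: 0% = DMSO wells and 100% = reporter-only cells lacking LRH-1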
# NCOA2 inhibitor: inhibits human steroid receptor coactivator 2 | Q15596 | HEK293 GAL4-SRC2 luciferase reporter, luminescence | inhibition, % at 9 µM | 370,000 compounds, 0.17% hits | AID 651957;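 active = inhibition above the mean inhibition of all tested compounds plus 3 SD, set per campaign, cut at about 52% in these data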;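 also: 0% = DMSO treated cells and 100% = cells given Gossypol at 36 µM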
# Target sequence (Q15596 whole entry, looked up, the tested form may be a part): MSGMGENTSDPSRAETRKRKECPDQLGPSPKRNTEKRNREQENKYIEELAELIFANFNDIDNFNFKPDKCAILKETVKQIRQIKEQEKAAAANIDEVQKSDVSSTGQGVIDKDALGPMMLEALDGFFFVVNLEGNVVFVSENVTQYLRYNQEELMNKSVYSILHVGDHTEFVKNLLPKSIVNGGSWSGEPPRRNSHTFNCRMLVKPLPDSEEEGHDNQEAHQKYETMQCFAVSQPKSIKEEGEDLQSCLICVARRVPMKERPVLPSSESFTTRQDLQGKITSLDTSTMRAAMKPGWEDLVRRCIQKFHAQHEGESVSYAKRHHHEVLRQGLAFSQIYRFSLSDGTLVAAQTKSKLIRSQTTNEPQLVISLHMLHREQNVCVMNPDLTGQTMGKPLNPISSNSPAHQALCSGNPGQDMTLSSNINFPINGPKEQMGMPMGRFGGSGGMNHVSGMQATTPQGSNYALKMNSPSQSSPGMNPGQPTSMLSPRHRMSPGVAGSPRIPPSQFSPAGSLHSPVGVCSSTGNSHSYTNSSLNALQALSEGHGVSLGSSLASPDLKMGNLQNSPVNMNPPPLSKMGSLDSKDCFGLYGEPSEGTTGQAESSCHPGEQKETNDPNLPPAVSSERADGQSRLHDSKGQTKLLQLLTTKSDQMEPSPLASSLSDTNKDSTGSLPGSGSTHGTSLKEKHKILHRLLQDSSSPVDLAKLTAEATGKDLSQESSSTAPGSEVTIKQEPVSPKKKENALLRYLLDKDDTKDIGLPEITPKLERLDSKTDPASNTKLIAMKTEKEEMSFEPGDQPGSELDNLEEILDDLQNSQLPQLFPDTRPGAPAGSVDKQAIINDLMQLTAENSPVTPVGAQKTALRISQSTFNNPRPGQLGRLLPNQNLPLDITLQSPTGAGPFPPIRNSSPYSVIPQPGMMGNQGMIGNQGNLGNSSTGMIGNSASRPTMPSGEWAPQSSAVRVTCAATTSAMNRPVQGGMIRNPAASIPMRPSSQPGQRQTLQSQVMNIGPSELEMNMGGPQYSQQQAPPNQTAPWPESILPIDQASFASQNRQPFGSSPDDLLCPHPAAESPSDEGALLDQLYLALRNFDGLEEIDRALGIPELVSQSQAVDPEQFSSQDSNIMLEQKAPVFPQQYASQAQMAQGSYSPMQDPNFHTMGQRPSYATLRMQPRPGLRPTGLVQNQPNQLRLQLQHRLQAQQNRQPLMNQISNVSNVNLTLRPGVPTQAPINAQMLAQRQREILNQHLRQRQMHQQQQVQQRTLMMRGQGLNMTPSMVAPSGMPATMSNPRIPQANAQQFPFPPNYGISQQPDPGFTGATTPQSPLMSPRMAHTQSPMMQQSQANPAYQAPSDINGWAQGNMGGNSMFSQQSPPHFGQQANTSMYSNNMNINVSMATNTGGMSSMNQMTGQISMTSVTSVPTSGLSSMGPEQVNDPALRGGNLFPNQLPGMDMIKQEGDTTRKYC
# C8 TRAIL sens: caspase-8 TRAIL sensitization | NB7+C8 cells + TRAIL, ATPlite viability luminescence | inhibition (viability loss, TRAIL sensitization), % at 10 µM | 360,000 compounds, 1% hits | AID 624354;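 active = compounds causing at least 50% loss of cell viability in the single-dose screen, relative to plate controls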
# Active calls of the source: *; . = no result given. These rows are one share of the data. The share of hits here may be higher or lower than overall.
molecule	SRC1 inh	TLR9-MyD88 block	EBV LMP1 NFkB	NOD2-RIPK2 inh	TROY signal inh	Vif inh	SRC3 inh	COUP-TFII inh	LRH-1 inv ag	NCOA2 inhibitor	C8 TRAIL sens
Cc1cc(Cl)ccc1NNC(N)=S	19.9	8.1	-1.7	-22.1	2.7	-6.7	18.3	4.2	28.5	18.7	-6.6
CCOc1cnn(Cc2ccccc2)c(=O)c1SCc1ccccc1	7.8	-5.6	-1.9	-3.7	3.3	-2.6	6.0	24.5	9.8	-20.4	17.8
CSc1nc2c(c(=O)[nH]1)CCCC2	-23.1	0.7	-8.2	9.9	-3.5	-0.3	21.7	-3.8	13.5	-11.6	-21.2
CCOC(=O)N1CCN(C(=O)CN(C2CCCCC2)S(=O)(=O)c2ccc(C)cc2)CC1	3.7	-6.0	2.0	-4.7	7.6	-16.4	5.5	-0.6	8.3	-11.6	3.0
COCCOc1cc(NC(=O)CS(=O)(=O)CC(=O)N(C)C)c(Cl)cc1Cl	-9.1	11.7	-8.2	-9.4	8.8	-0.2	15.7	9.6	7.0	-1.9	-3.2
CCOC(=O)N1CCN(C(=O)C2CCN(C(=O)c3cc4sccc4n3CC)CC2)CC1	-40.4	1.1	-1.5	-1.4	11.3	2.2	14.8	0.5	7.3	-0.7	-7.6
CCS(=O)(=O)N1Cc2ccccc2CC1C(=O)N(C)Cc1ccc(OC)cc1OC (centres undefined)	15.5	-7.5	-3.0	11.2	-8.3	0.1	-7.5	-0.6	-3.0	6.0	0.6
CCOC(=O)c1c(C)[nH]c(C(=O)OCC(O)=C(C#N)c2nc3ccccc3[nH]2)c1C	-6.1	2.1	-3.3	-11.1	0.1	-3.1	-2.0	11.8	10.5	-4.4	-8.5
CCn1c(CCc2nc3ccccc3[nH]2)n[nH]c1=S	-2.1	1.5	-3.0	-10.1	10.7	-8.4	23.3	4.8	-24.4	1.2	-1.6
O=C(/C(=C/c1ccc(Cl)cc1)c1nc2ccccc2[nH]1)c1cccs1	47.2	2.1	3.5	1.0	-48.8	-9.1	61.9*	.	-6.8	.	47.5
COc1ccc(-n2nc3c(c2NC(=O)CCl)CSC3)cc1	-22.8	-8.5	-26.6	-2.4	0.9	-10.5	-28.3	13.9	5.0	11.0	10.3
COc1ccc(CCC(=O)Nc2c(-c3ccc(N(C)C)cc3)[nH][nH]c2=O)cc1	-13.3	.	.	8.4	13.6	10.3	4.5	21.1	42.5	-4.3	-10.6

molecule	SRC1 inh	TLR9-MyD88 block	EBV LMP1 NFkB	NOD2-RIPK2 inh	TROY signal inh	Vif inh	SRC3 inh	COUP-TFII inh	LRH-1 inv ag	NCOA2 inhibitor	C8 TRAIL sens
CCN1C(=S)N[C@@H](c2cccc(F)c2)C(C(=O)OC)=C1C	3.7	-6.9	1.5	-6.5	-1.6	31.8	-5.3	4.4	8.3	0.0	-19.8
O=C(O)c1ccc(Nc2nc3ccccc3nc2NS(=O)(=O)c2ccc(F)cc2)cc1	-16.9	-1.7	5.9	1.6	47.2	-7.7	-5.9	-6.9	-24.4	6.4	19.2
COc1ccc(Cn2nnnc2CN(CCCN2CCOCC2)Cc2cc3cc(OC)ccc3[nH]c2=O)cc1	-13.8	4.6	-8.4	-12.3	-4.9	2.1	3.6	-9.7	-5.1	-0.9	1.0
O=C(CCc1ccccc1)N1N=C(c2ccncc2)CC1(O)C(F)(F)F (centres undefined)	-33.5	11.7	-5.8	-5.9	0.9	0.0	-0.5	-0.8	2.0	-19.0	-1.8
CCOC(=O)c1[nH]c(C)c(C(=O)N2CCN(c3ccc(OC)cc3)CC2)c1C	-22.5	0.0	4.9	5.9	11.8	-3.0	-2.2	8.2	-11.8	-17.0	-4.7
CCOC(=O)C(NC(=O)c1ccccc1)(OCc1ccc(F)cc1)C(F)(F)F (centres undefined)	1.7	0.8	-6.9	5.2	7.5	.	5.2	7.2	-9.4	-10.3	-1.5
CCC1Oc2ccc(C)cc2N(CC(=O)NCCN2CCCCCC2)C1=O (centres undefined)	-3.1	-1.3	-21.9	7.4	2.2	-0.9	6.6	-8.8	-17.8	-37.0	5.8
Cc1ccc(-c2ccc(=O)n(CC(=O)NCCCN3CCCCC3C)n2)cc1 (centres undefined)	-3.0	-5.2	3.0	-11.1	10.9	6.3	3.3	3.1	10.4	-17.9	-6.1
Cc1c(Cc2ccc3c(c2)OCO3)sc(NC(=O)C(C)(C)C)c1C#N	-1.4	13.2	-8.7	1.4	20.3	.	-3.8	0.2	6.0	-24.1	18.8
COc1cc(C(C(=O)NC2CCCCC2)N(CCN2CCOCC2)C(=O)C2COc3ccccc3O2)cc(OC)c1OC (centres undefined)	-19.3	5.5	-5.7	-6.3	-9.2	-4.4	-5.2	10.5	-3.1	-13.9	-6.2
O=C(Nc1ccc(NC(=O)c2ccc(Cl)cc2Cl)cc1)c1cccs1	-7.6	-1.8	-23.6	-7.1	-12.5	17.3	-16.6	-21.8	-16.2	-34.8	-3.7
COc1ccc(S(N)(=O)=O)cc1C(=O)NCCCN1CCN(c2cccc(Cl)c2)CC1	4.3	-3.8	4.8	6.5	13.9	3.9	6.5	11.6	3.5	16.6	0.9

molecule	SRC1 inh	TLR9-MyD88 block	EBV LMP1 NFkB	NOD2-RIPK2 inh	TROY signal inh	Vif inh	SRC3 inh	COUP-TFII inh	LRH-1 inv ag	NCOA2 inhibitor	C8 TRAIL sens
O=C(O)c1ccccc1C(=O)NC1CCCc2ccccc21 (centres undefined)	1.5	10.9	-6.7	10.4	-16.5	.	-3.1	4.2	8.3	-6.1	-17.7
O=C(N1CCCCC1)C12CC3CC(CC(C3)C1)C2	12.6	0.3	3.3	-1.7	14.8	-9.7	11.9	-2.8	-9.0	-10.1	13.0
O=C(NNC(=O)c1ccc(NC(=O)c2ccccc2)cc1)c1ccccc1	-12.7	.	-5.6	-6.3	5.4	16.4	0.5	13.2	-14.7	-7.4	1.6
CC(C)(O)c1[nH]c2ccc(C(F)(F)F)cc2c1C(C)(C)O	-5.2	-2.4	-0.1	-3.2	-24.4	.	12.2	1.1	-10.9	2.0	18.6
CSC(=NC#N)N1CCN(c2ccc(Cl)cc2)CC1	-23.5	-4.3	-4.6	0.6	-36.5	9.1	-29.4	-22.6	-6.0	-17.1	4.5
CSCCC(NC(=O)/C(=C/c1ccc(F)cc1)NC(C)=O)C(=O)O (centres undefined)	3.3	-11.2	8.5	-6.2	6.0	5.9	3.5	-12.0	-7.2	-44.5	2.2
Oc1ccc(/C(Cc2ccccn2)=N\Nc2ccccc2)c(O)c1	-2.2	10.6	-3.8	-4.8	-19.4	-25.4	-12.7	-4.3	-3.2	-20.8	7.9
COc1ccc(NCc2nnc(SCC(=O)Nc3ccccc3)n2C)cc1	-4.3	4.4	-9.8	-6.8	-10.3	-1.3	13.0	7.1	1.0	0.1	-0.3
Cn1ccc2c(-c3ccc(CO)cc3)cc3c(c21)C1CCC3C1 (centres undefined)	1.1	.	.	11.7	10.5	.	1.2	-9.2	-6.9	5.0	-6.2
O=C(COC(=O)c1nc(Cl)ccc1Cl)Nc1ccc2c(c1)OCO2	-14.2	-2.1	-5.5	-4.8	-16.2	0.9	12.1	-1.4	26.6	4.0	-2.0
O=C(CSc1ccc2nnc(-c3ccc(F)cc3)n2n1)NCc1ccco1	-0.4	10.7	-10.1	5.6	-7.2	-0.4	17.1	-4.6	6.0	8.1	-6.4
CCCCNC(=S)NCc1ccc2[nH]c3c(c2c1)CCCC3	-19.4	5.8	-3.3	11.2	4.5	.	-1.2	-9.4	23.8	2.4	-17.6

molecule	SRC1 inh	TLR9-MyD88 block	EBV LMP1 NFkB	NOD2-RIPK2 inh	TROY signal inh	Vif inh	SRC3 inh	COUP-TFII inh	LRH-1 inv ag	NCOA2 inhibitor	C8 TRAIL sens
Cc1ccc(NC(=S)N2CCN(S(=O)(=O)c3ccc(F)cc3)CC2)cc1	-2.2	-13.4	8.5	-3.9	3.3	19.2	20.9	3.9	6.3	9.9	-6.9
COc1ccc(C(=O)NCC(=O)N/N=C(\C)c2ccco2)cc1OC	-17.7	-6.1	-15.0	7.7	-7.7	22.7	-14.3	-12.5	12.5	-4.6	-10.2
CCN1C[C@@H]2[C@@H]3C(=O)N(C)C(=O)[C@@H]3[C@](C)(C1=O)N2C(=O)c1ccc(Cl)c(Cl)c1	-0.9	-6.0	0.3	3.4	6.2	-2.9	3.0	8.8	20.6	0.0	-3.6
COc1ccc(C2CC(c3ccc(Cl)c(Cl)c3)Nc3nc(N)nn32)cc1 (centres undefined)	-1.8	-6.6	5.5	-3.9	-15.8	4.9	-9.8	3.1	19.9	1.4	-9.5
NC(=O)c1cccc(-c2coc3c(C(=O)NC4CCCCC4)cccc23)c1	-2.5	.	.	-3.1	13.4	-32.1	-8.1	23.4	7.7	-7.4	13.3
COc1cccc(CC2(CO)CCCN(S(=O)(=O)N(C)C)C2)c1 (centres undefined)	11.3	-4.0	-1.2	-0.9	-28.2	1.2	17.7	-12.8	5.8	-8.8	-5.0
O=C(C1CCCN(S(=O)(=O)c2ccccc2)C1)N1CCN(c2ccccc2)CC1 (centres undefined)	1.5	0.8	5.7	1.6	-2.0	-3.6	3.1	3.3	9.0	-13.5	6.9
CC1N(C(=O)N(C)C)CCN1S(=O)(=O)c1ccccc1 (centres undefined)	-3.0	-5.8	0.9	-10.4	-5.0	13.4	6.3	15.5	-9.8	-18.5	4.4
COc1ccc(-c2cc(C(=O)N(C)Cc3ccccc3)c3ccccc3n2)cc1	5.2	-5.8	6.0	1.7	-8.7	-32.6	-14.4	14.5	-8.2	-20.1	20.0
COc1cc(/C=N/N=C(/C(=O)c2ccccc2)c2ccccc2)cc(OC)c1O	-8.5	2.5	-4.4	-4.5	0.7	1.7	10.6	7.3	-9.6	-10.0	15.5
O=C(Nc1ccc(N2CCN(Cc3ccccc3)CC2)cc1)c1ccccc1[N+](=O)[O-]	19.4	2.9	-36.5	0.8	2.2	-4.0	15.3	19.1	0.7	-12.0	1.2
COC(=O)c1[nH]c(C)c(/C(O)=C2\C(=O)C(=O)N(CCN3CCOCC3)C2c2cccs2)c1C (centres undefined)	-22.9	0.8	0.6	-8.4	-5.3	-6.8	0.8	-18.9	-8.2	7.7	-13.5

molecule	SRC1 inh	TLR9-MyD88 block	EBV LMP1 NFkB	NOD2-RIPK2 inh	TROY signal inh	Vif inh	SRC3 inh	COUP-TFII inh	LRH-1 inv ag	NCOA2 inhibitor	C8 TRAIL sens
CCC(CC)C(=O)c1c[nH]c(C(=O)NCc2cccnc2)c1	11.4	1.2	9.9	-1.1	19.4	-10.4	10.8	-5.0	23.0	5.4	14.6
O=C(Nc1nnc(C2CC2)s1)C1Cc2ccccc2CN1C(=O)c1ccco1 (centres undefined)	-2.8	2.1	3.4	-2.8	-17.6	2.5	2.3	-2.3	16.2	-2.6	0.1
COC(=O)c1ccc(N2CCN(C)CC2)c(NC(=O)c2ccc(-c3ccc(Cl)cc3)o2)c1	-20.7	-9.0	-17.4	-12.0	8.8	9.9	-0.6	.	4.7	.	18.0
COC(=O)[C@]12CCCCC=C1N(CCC1=CCCCC1)C(=O)[C@H](CC(=O)N1CCCC1)C2	.	.	.	-11.1	8.2	.	.	18.9	-11.9	4.9	6.6
C=CCn1c(=O)c2ccc(C(=O)NCc3ccccc3)cc2n(Cc2cccc(Cl)c2)c1=O	9.3	3.6	-12.9	-32.0	-4.0	10.5	-8.8	-5.7	-2.6	-10.9	5.9

# Assay outcomes from PubChem.
